# Source: PubChem BioAssay
# mIAP block: blocks mouse intestinal alkaline phosphatase; purified mouse IAP, CDP-Star luminescence, 30 min; inhibition, % at 10 µM; 0.2% of 330,000 active; AID 2806;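 active = inhibition of at least 40% at 10 µM in the primary screen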;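 also: plate controls were DMSO with enzyme for no effect and no enzyme wells for full effect; values of inactives mirror those of a sister screen read the other way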
# NR3A LBD binder: modulators (binders) of human NR3A ligand-binding domain; NR3A LBD differential scanning fluorimetry, Tm shift; 0% = protein alone, 100% = glycine-bound protein; Tm shift relative to glycine control, % at 25 µM; 2.5% of 340,000 active; AID 1259313;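 active = melting temperature shift of at least 10% of the positive control shift, at one fixed dose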
# hIAP activ: increases human intestinal alkaline phosphatase activity. purified human IAP, CDP-Star luminescence, 30 min; hits give high values; 1 = vehicle-only enzyme, 0 = enzyme-free background. 0.16% of 330,000 active. activation factor at 10 µM. AID 2524. P09923;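 active = activation factor of the enzyme at least 2-fold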; also: the source names both 10 and 20 µM as test concentration; values of inactives mirror those of a sister screen read the other way
# Target sequence (P09923 whole entry, looked up): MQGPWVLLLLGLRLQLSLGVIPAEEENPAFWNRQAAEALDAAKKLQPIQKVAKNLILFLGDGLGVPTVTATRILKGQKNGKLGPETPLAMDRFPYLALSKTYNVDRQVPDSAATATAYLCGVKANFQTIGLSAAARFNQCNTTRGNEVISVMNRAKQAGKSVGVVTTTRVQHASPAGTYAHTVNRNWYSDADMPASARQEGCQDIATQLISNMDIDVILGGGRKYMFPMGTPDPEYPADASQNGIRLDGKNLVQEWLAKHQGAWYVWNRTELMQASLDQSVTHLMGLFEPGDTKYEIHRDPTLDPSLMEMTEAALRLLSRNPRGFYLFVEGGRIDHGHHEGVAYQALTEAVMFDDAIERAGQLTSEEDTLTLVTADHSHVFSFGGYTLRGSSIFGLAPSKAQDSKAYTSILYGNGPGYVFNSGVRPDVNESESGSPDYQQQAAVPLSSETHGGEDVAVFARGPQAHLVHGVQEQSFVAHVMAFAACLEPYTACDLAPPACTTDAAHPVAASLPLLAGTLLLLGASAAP
# MIN6 prolif: induces beta-cell replication in MIN6 cells | 0.29% of 330,000 active | MIN6 cells proliferation, ATPlite luminescence, 48 h; cells starved in 0.2% serum; 100% = growth in 10% serum | AID 2380 | proliferation, % at 10 µM;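 active = compounds whose signal lies at least 3.5 SD above the mean of all wells on their plate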;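 also: 0% = DMSO-treated cells in low-serum medium and 100% = 10% serum control; some compounds called inactive have numbers as strong as hits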
# APOBEC3G inh: blocks human APOBEC3G single-stranded DNA deamination; AID 493012; inhibition, % at 20 µM; recombinant A3G, ssDNA deamination FAM/TAMRA fluorescence; 0.28% of 330,000 active;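 active = inhibition of at least 40% at 20 µM, with no more than 30% in the related APOBEC3A deaminase screen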;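 also: plate controls were DMSO wells with A3G for no effect and wells lacking A3G enzyme for full effect; some compounds called inactive have numbers as strong as hits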
# Target sequence (Q9HC16 whole entry, looked up): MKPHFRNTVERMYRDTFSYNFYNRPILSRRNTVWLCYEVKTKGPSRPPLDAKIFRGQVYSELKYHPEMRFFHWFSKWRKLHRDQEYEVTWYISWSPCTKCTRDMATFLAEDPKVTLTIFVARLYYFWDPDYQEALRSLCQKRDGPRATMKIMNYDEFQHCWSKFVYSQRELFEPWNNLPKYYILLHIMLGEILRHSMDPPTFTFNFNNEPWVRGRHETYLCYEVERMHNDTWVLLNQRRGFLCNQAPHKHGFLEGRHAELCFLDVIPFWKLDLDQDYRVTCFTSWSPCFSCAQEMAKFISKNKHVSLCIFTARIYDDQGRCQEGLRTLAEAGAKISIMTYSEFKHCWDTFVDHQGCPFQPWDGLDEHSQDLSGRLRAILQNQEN
# mIAP activ: mouse IAP activation | muIAP, CDP-Star luminescence, 30 min; hits give high values; 1 = vehicle-only enzyme signal, 0 = enzyme-free wells | activation factor at 10 µM | 0.24% of 330,000 active | AID 2805;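 active = activation factor of at least 2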; also: the source names both 10 and 20 µM as test concentration; values of inactives mirror those of a sister screen read the other way
#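 Assay system: mouse IAP enzyme / Compound: DMSO-dissolved test compounds / Timing: 30 min, room temperature / Measured by: luminescence from enzymatic CDP-Star hydrolysis / Control set: DMSO-only wells, enzyme-free buffer wells as negative control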
# hIAP inh: blocks human intestinal alkaline phosphatase; 0.12% of 330,000 active; AID 2544; purified IAP, CDP-Star luminescence, 30 min; P09923; inhibition, % at 10 µM;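 active = inhibition reaching a set limit with compound at 10 µM in the primary screen, cut at about 35% in these data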;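 also: plate controls were DMSO wells with enzyme for no effect and no-enzyme buffer wells for full effect; values of inactives mirror those of a sister screen read the other way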
# APOBEC3A inh: inhibitors of human APOBEC3A DNA deaminase. P31941. recombinant A3A, FAM/TAMRA ssDNA deamination fluorescence. 0.41% of 330,000 active. AID 493011. inhibition, % at 20 µM;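 active = at least 40% inhibition at 20 µM here, with at most 30% in a related deaminase screen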;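 also: plate controls were A3A with DMSO for no effect and wells lacking A3A enzyme for full effect; some results filed as inactive read as strong as hits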
# Target sequence (P31941 whole entry, looked up): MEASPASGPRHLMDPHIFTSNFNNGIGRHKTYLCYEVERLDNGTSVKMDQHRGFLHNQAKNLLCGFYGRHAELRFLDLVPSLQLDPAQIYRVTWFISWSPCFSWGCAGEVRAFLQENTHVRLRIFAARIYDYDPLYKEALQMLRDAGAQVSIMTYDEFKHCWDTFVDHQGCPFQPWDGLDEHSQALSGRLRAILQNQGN
# MPTP inh: inhibitors of mitochondrial permeability transition pore; isolated mouse mitochondria, Ca2+ swelling absorbance, 30 min; inhibition, % at 10 µM; 1.4% of 360,000 active; AID 602449;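 active = inhibition of 50% or more, scaled per plate between neutral and stimulator controls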;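 also: 0% = DMSO wells given calcium and 100% = 1 mM EGTA wells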
# * hit, by the source's call; / = no result given. Compounds as they come; about 5% have a hit in one of these screens.
SMILES,mIAP block,NR3A LBD binder,hIAP activ,MIN6 prolif,APOBEC3G inh,mIAP activ,hIAP inh,APOBEC3A inh,MPTP inh
Cc1noc(C)c1COc1cccc(C(=O)N(C)Cc2cccs2)c1,-2,0,1,2,-7,1,-2,10,0.0
Cc1cc(C)cc(N2C(=O)CC(Sc3ncn[nH]3)C2=O)c1 (stereo unspecified),6,1,0.88,-5,41*,0.94,12,-2,-0.5
O=C1CC(=O)Nc2cc(S(=O)(=O)Nc3ccc(F)cc3Cl)ccc2N1,3,-1,1.1,-3,-4,0.97,-6,-1,-1.1
CCOc1ccc(Br)cc1CNCc1cccnc1,-2,0,0.91,0,-4,1,9,3,0.9
CCOc1ccccc1N1CC(C(=O)NCCOc2ccccc2OC)CC1=O (stereo unspecified),1,-2,0.98,6,-7,0.99,2,-2,-0.5
CCOc1ccc(NC(=O)NCC2CCN(c3ccc(OC)cc3)C2)cc1 (stereo unspecified),-18,2,1,0,1,1.2,-2,-3,-1.6
O=C(COc1ccc2c(c1)OCO2)Nc1ccccc1F,6,0,1.1,3,-5,0.94,-8,1,-0.8
CN(C)c1cccc(C(=O)OCCCC(=O)c2ccc(F)cc2)c1,8,1,0.93,-4,-8,0.92,7,-6,-1.0
CCOC(=O)N1CCN(C(=S)NC(=O)c2ccc(F)c(F)c2)CC1,-4,0,1.1,0,1,1,-11,3,-1.7
Cc1c(C)n(C)c2ccc(C(=O)NCCCN3CCOCC3)cc12,2,-1,1.2,0,-6,0.98,-21,-11,-1.2
Cc1ccc(S(=O)(=O)N2CCCCC2)cc1NC(=O)CSc1ccc2c(c1)OCCO2,-15,4,1.1,0,-5,1.2,-10,-3,0.8
C/C(N)=C(/C#N)C(=O)COC(=O)c1ccccc1Cc1ccccc1,2,-17,0.93,-3,-15,0.98,7,-4,-0.8
CN(C)C(CNC(=O)CCCOc1ccccc1)c1ccco1 (stereo unspecified),-3,1,1.2,-1,-2,1,-19,3,1.0
COC(=O)Sc1nnc(-c2ccc(Br)cc2)o1,-2,/,0.99,-6,6,1,1,1,/
Cc1cccc(NC(=O)COC(=O)CCc2c[nH]c3ccccc23)c1,2,1,1,-2,-1,0.98,-2,0,-1.4
COc1ccc(C(=O)N/C(=C/c2ccco2)C(=O)N2CCCCCC2)cc1,8,-3,1,-2,0,0.92,0,-1,-1.2
CCCCn1c(-c2ccco2)nc2oc3ccccc3c(=O)c2c1=O,0,1,1,0,-2,1,-2,-9,1.5
CC(C)C(NC(=O)Cc1ccccc1[N+](=O)[O-])C(C)C,-3,-1,1.1,2,-5,1,-9,1,4.9
CCOC(=O)Cc1[nH]nc2c1C(c1ccsc1)C(C#N)=C(N)O2 (stereo unspecified),1,5,0.97,-3,-10,0.99,3,-2,-0.9
COc1cc(/C=C2/C(=N)N3C(=NC2=O)SN=C3S(C)(=O)=O)ccc1OS(=O)(=O)c1ccccc1,14,/,1.3,-3,0,0.86,-28,-2,/
COc1ccc(CCNc2nc(-c3ccc(NC(C)=O)cc3)cs2)cc1OC,1,-6,1.1,0,1,0.99,-5,1,5.0
COc1ccc(Br)cc1S(=O)(=O)Nc1ncn[nH]1,9,-1,1.1,0,1,0.91,-8,1,1.4
COc1ccc(-c2ccc(SCC(=O)N3CCCC3)nn2)cc1OC,-4,2,0.91,5,-6,1,9,3,-1.2
COC(=O)c1ccc2c(=O)n(CCN3CCOCC3)c(=S)[nH]c2c1,-23,0,1.1,-1,5,1.2,-5,-5,-1.6
O=C1CC(c2ccc3c(c2)OCO3)CN1 (stereo unspecified),5,-1,1.1,0,-6,0.95,-11,-20,23
# Following part
SMILES,mIAP block,NR3A LBD binder,hIAP activ,MIN6 prolif,APOBEC3G inh,mIAP activ,hIAP inh,APOBEC3A inh,MPTP inh
COc1ccc(C)cc1NC(=O)/C=C/c1ccc(OC)c(S(=O)(=O)N2CCOCC2)c1,6,1,1.1,-4,-7,0.94,-12,-4,-1.1
COC(=O)/C=C1/S/C(=N/NC(=O)c2ccccc2)NC1=O,16,-4,1,-1,-9,0.84,-5,-8,-1.3
CC(Oc1ccccc1C(N)=O)C(=O)Nc1ccc(S(=O)(=O)N2CCCC2)cc1 (stereo unspecified),1,1,0.99,0,-2,0.99,1,-1,-0.5
COc1ccccc1OCC(=O)N/N=C/C=C/c1ccc([N+](=O)[O-])o1,28,-2,0.93,-5,23,0.72,8,45*,0.9
CCc1cc2c(=O)[nH]c(Cc3ccc(OC)cc3)nc2s1,2,1,1,-1,-6,0.98,0,-1,-0.8
CC(C)(C)OC(=O)NCCCCCc1nnc(SCc2ccccc2F)o1,0,0,1,-4,-11,1,-3,-3,7.7
CCc1ccc(NC(=O)Cn2cnc3sc(C)c(S(=O)(=O)N4CCOCC4)c3c2=O)cc1,-3,1,0.9,0,-11,1,10,-3,0.3
COc1cc(/C=N/NC(=O)c2ccc(O)cc2)ccc1OCC(=O)N1CC(C)OC(C)C1 (stereo unspecified),-7,1,1.1,1,-9,1.1,-7,-8,1.1
Cc1ccc(S(=O)(=O)N2CCC[C@H]2C(=O)OCc2cc(=O)oc3cc(C)ccc23)cc1,-7,0,0.92,-5,0,1.1,8,-2,-1.4
COC(=O)c1cc(C)sc1NC(=O)CN1CCN(C(=O)C2CCCO2)CC1 (stereo unspecified),15,4,1.1,-1,-9,0.85,-7,-5,-1.6
c1ccc2sc(SCc3ccc(-c4nnco4)cc3)nc2c1,12,-4,1,0,-1,0.88,0,-1,-1.3
Cc1ccc2cc(C)c3nnc(SCC(=O)N4CCN(C(=O)c5ccco5)CC4)n3c2c1,5,1,1,-2,5,0.95,-2,6,0.5
CCC(C)NC(=O)c1ccc(COc2ccccc2Cl)cc1 (stereo unspecified),-5,0,0.97,-2,4,1.1,2,1,4.1
CN1CCN(C(=O)C2=C[C@H](c3csc4ccccc34)C[C@H](OCc3ccc(CO)cc3)O2)CC1,0,0,0.83,-5,-4,1,17,1,-1.4
CC(=O)Nc1ccc(Nc2nc(-c3c(C)nc4ccccn34)cs2)cc1,-2,13*,0.96,-3,-2,1,4,2,31
CN(c1ccccc1)S(=O)(=O)c1cccc(C(=O)OCC(=O)NCCCN2CCCC2=O)c1,-2,0,1.1,-2,2,1,-12,4,1.5
O=C(CCC(=O)N(CC(=O)NC1CCCC1)Cc1ccc2c(c1)OCO2)Nc1nccs1,-2,/,1.2,-1,-1,1,-19,0,/
O=C1NC2(CCCCC2)Cc2ccccc21,6,-2,1,1,0,0.94,-3,1,-2.0
O=C(N/N=C/c1cc([N+](=O)[O-])ccc1O)c1cccc2ccccc12,16,/,1.6,-7,-3,0.84,-63,-2,1.2
O=C(COc1ccc(Br)cc1F)NC1CCN(Cc2ccccc2)CC1,3,0,0.9,-5,-4,0.97,10,0,2.0
Cc1ccc(C2C=C(c3ccc4c(c3)OCO4)Nc3ncnn32)cc1 (stereo unspecified),10,-2,0.94,2,-5,0.9,6,0,-1.7
O=C(CCN1c2ccccc2Sc2ccccc21)OCC(=O)N1CCN(C(=O)c2ccco2)CC1,-4,3,0.94,-1,-3,1,6,-3,-1.2
COc1ccc(C(=O)NCCC2=CCCCC2)cc1S(=O)(=O)N1CCOCC1,1,2,0.9,-2,-6,0.99,10,-3,-1.1
C[C@@H](c1ccccc1)N1Cc2ccccc2Oc2cc(Br)ccc2S1(=O)=O,-15,0,/,/,2,1,/,5,-1.4
Cc1ccc(S(=O)(=O)NCCC(=O)N2CCN(S(=O)(=O)c3ccccc3)CC2)cc1C,-6,1,1,0,-8,1.1,-2,-3,-0.8

# Compounds shown so far containing a Cl atom (2):
SMILES,mIAP block,NR3A LBD binder,hIAP activ,MIN6 prolif,APOBEC3G inh,mIAP activ,hIAP inh,APOBEC3A inh,MPTP inh
O=C1CC(=O)Nc2cc(S(=O)(=O)Nc3ccc(F)cc3Cl)ccc2N1,3,-1,1.1,-3,-4,0.97,-6,-1,-1.1
CCC(C)NC(=O)c1ccc(COc2ccccc2Cl)cc1 (stereo unspecified),-5,0,0.97,-2,4,1.1,2,1,4.1

# Next section
SMILES,mIAP block,NR3A LBD binder,hIAP activ,MIN6 prolif,APOBEC3G inh,mIAP activ,hIAP inh,APOBEC3A inh,MPTP inh
COc1cccc(C(=O)Nc2ccc(NC(=O)c3cc4ccccc4o3)c(OC)c2)c1,9,23*,1.2,-2,-5,0.91,-16,-1,0.5
CC(CC(=O)Nc1nc2ccccc2[nH]1)n1ccnc1 (stereo unspecified),3,-1,1.4,-2,-7,0.97,-43,-3,3.0
C/C(CC(=O)NCc1ccc(Cl)cc1)=N\NC(=O)Cc1ccccc1,-8,0,1.2,-2,-7,1.1,-17,-1,-0.1
O=C(Nc1ccc2c(c1)OCO2)C(c1ccc(Cl)cc1)N1CCC2(CC1)OCCO2 (stereo unspecified),-13,0,1.3,-1,-4,1.1,-29,-3,-1.1
COc1cc(Cl)ccc1OCc1cc(C(=O)NC(C)Cc2cccnc2)no1 (stereo unspecified),-7,-2,1.2,-3,-5,1.1,-23,-1,0.6
Cn1nc(C(F)(F)F)c(/C=N/OC(=O)c2ccccc2)c1SCc1ccccc1Cl,7,5,0.94,-5,-6,0.93,6,0,5.9
COc1cc(CNn2cnnc2)ccc1OCC(=O)NC1CCCCC1,-4,0,0.93,0,-4,1,7,-2,-0.5
CCc1ccccc1OCC(=O)NCC1COc2ccccc2O1 (stereo unspecified),-8,10,1.1,-4,1,1.1,-12,2,-0.6
Cc1ccc(C(c2c(C)[nH][nH]c2=O)c2c(C)[nH][nH]c2=O)cc1,2,0,1.3,0,-10,0.98,-27,-3,-0.6
CCn1c2c(c(C)cc1=O)C(=O)CC(C)(C)C2,-2,-3,1.1,0,-5,1,-8,-1,2.6
COc1ccc(N2CCN(C(=O)CSc3ccccc3N)CC2)cc1,-3,2,1.3,-2,-4,1,-26,-8,-1.2
O=C(Nc1ccc(C(=O)O)cc1)/C(=C/c1cccc(Br)c1)NC(=O)c1ccco1,11,1,0.94,-2,-7,0.89,6,-4,-0.8
CC1=CC(C)(C)NC(=O)N1c1ccc(C)cc1,2,-1,1.1,2,-10,0.98,-7,0,1.5
Cn1c(SCC(=O)N(Cc2ccccc2)C(C)(C)C)nc2ccccc21,2,-2,1.5,-1,-3,0.98,-54,-2,-1.5
COc1ccc(CN(C)C(=O)Cc2ccc(S(=O)(=O)N3CCOCC3)s2)cc1OC,-8,0,0.93,3,-6,1.1,8,1,0.4
CCOC(=O)c1sc(NC(=O)C2CC(=O)N(c3ccc4c(c3)OCCO4)C2)nc1C (stereo unspecified),-8,0,0.97,-2,-6,1.1,3,18,-0.1
COC(=O)c1ccccc1NC(=O)CCS(=O)(=O)c1ccc(Br)s1,6,-2,1.2,-1,-2,0.94,-16,-1,0.3
CCCN1Cc2cccc(C(=O)NCCCOC(C)C)c2C1=O,6,-1,0.95,-3,0,0.94,5,0,0.0
COc1ccc(-c2cc(C(=O)Nc3ccc(O)cc3)c3ccccc3n2)cc1OC,4,-3,0.95,-3,-5,0.96,5,3,1.1
Cc1ccc(N2C(=O)[C@@H]3C(c4ccc(F)cc4)=NO[C@@H]3C2=O)cc1,6,-20,0.94,-1,-5,0.94,6,0,0.6
COc1cc(-c2nc3ccccc3nc2-c2ccc(O)c(OC)c2)ccc1O,13,-1,1,1,2,0.87,-1,0,-0.1
Cc1nnc(NCc2ccco2)s1,2,2,1.2,-1,-2,0.98,-18,4,0.0
COCCN(CC(=O)Nc1cccc(S(=O)(=O)N2CCCC2)c1)Cc1nc2ccccc2c(=O)[nH]1,-1,-3,1.5,1,-3,1,-53,0,-0.2
